PrPC TRFRET: inhibitors of human cell surface prion protein PrPC; P04156; TR-FRET read-out; inhibition, % at 13.8 µM; 370,000 compounds, 0.43% hits; in the data active means inhibition above about 24%; further: 0% = median of the test wells and 100% = reference compound wells
Anthrax LF inh2: blocks Bacillus anthracis lethal factor protease; inhibition, % at 10 µM; multiplex microsphere protease cleavage assay, LF; 360,000 compounds, 0.12% hits; AID 588501; P15917; further: plate controls were buffer without enzyme for full effect and enzyme alone for no effect
FadD28 FP inh: blocks FadD28 binding to the bisubstrate probe. fluorescence polarization. inhibition, % at 12.5 µM. 360,000 compounds, 0.22% hits; in the data active means inhibition above about 8.5%, passing the limit was not always enough; inconclusive means no clear call, values can overlap the other calls
BoNT A protease: blocks Botulinum neurotoxin A light chain protease; multiplex microsphere protease substrate cleavage, flow cytometry; inhibition, % at 10 µM; 360,000 compounds, 0.17% hits; AID 588499; further: plate controls were buffer without enzyme for full effect and enzyme alone for no effect
BoNT-F LC inh: BoNT F light chain protease inhibition; 360,000 compounds, 0.22% hits; AID 588497; inhibition, % at 10 µM; Multiplex microsphere protease cleavage assay, flow cytometry; in the data active means inhibition above about 35%, passing the limit was not always enough; inconclusive means no clear call, values can overlap the other calls; further: plate controls were buffer without enzyme for full effect and enzyme alone for no effect
CCHF vOTU inh: blocks the CCHF virus ovarian tumor domain protease; AID 651958; 370,000 compounds, 0.55% hits; inhibition, % at 11.5 µM; CCHFV vOTU protease, Pep-AMC fluorescence; in the data active means inhibition above about 30%; further: 0% = vehicle wells with enzyme and 100% = no enzyme wells
TcdB inh: TcdB glycohydrolase inhibition | 350,000 compounds, 0.24% hits | TcdB glycohydrolase enzymatic assay, plate reader | inhibition, % at 9.99 µM; in the data active means inhibition above about 10%
Target sequence (P18177 whole entry, looked up): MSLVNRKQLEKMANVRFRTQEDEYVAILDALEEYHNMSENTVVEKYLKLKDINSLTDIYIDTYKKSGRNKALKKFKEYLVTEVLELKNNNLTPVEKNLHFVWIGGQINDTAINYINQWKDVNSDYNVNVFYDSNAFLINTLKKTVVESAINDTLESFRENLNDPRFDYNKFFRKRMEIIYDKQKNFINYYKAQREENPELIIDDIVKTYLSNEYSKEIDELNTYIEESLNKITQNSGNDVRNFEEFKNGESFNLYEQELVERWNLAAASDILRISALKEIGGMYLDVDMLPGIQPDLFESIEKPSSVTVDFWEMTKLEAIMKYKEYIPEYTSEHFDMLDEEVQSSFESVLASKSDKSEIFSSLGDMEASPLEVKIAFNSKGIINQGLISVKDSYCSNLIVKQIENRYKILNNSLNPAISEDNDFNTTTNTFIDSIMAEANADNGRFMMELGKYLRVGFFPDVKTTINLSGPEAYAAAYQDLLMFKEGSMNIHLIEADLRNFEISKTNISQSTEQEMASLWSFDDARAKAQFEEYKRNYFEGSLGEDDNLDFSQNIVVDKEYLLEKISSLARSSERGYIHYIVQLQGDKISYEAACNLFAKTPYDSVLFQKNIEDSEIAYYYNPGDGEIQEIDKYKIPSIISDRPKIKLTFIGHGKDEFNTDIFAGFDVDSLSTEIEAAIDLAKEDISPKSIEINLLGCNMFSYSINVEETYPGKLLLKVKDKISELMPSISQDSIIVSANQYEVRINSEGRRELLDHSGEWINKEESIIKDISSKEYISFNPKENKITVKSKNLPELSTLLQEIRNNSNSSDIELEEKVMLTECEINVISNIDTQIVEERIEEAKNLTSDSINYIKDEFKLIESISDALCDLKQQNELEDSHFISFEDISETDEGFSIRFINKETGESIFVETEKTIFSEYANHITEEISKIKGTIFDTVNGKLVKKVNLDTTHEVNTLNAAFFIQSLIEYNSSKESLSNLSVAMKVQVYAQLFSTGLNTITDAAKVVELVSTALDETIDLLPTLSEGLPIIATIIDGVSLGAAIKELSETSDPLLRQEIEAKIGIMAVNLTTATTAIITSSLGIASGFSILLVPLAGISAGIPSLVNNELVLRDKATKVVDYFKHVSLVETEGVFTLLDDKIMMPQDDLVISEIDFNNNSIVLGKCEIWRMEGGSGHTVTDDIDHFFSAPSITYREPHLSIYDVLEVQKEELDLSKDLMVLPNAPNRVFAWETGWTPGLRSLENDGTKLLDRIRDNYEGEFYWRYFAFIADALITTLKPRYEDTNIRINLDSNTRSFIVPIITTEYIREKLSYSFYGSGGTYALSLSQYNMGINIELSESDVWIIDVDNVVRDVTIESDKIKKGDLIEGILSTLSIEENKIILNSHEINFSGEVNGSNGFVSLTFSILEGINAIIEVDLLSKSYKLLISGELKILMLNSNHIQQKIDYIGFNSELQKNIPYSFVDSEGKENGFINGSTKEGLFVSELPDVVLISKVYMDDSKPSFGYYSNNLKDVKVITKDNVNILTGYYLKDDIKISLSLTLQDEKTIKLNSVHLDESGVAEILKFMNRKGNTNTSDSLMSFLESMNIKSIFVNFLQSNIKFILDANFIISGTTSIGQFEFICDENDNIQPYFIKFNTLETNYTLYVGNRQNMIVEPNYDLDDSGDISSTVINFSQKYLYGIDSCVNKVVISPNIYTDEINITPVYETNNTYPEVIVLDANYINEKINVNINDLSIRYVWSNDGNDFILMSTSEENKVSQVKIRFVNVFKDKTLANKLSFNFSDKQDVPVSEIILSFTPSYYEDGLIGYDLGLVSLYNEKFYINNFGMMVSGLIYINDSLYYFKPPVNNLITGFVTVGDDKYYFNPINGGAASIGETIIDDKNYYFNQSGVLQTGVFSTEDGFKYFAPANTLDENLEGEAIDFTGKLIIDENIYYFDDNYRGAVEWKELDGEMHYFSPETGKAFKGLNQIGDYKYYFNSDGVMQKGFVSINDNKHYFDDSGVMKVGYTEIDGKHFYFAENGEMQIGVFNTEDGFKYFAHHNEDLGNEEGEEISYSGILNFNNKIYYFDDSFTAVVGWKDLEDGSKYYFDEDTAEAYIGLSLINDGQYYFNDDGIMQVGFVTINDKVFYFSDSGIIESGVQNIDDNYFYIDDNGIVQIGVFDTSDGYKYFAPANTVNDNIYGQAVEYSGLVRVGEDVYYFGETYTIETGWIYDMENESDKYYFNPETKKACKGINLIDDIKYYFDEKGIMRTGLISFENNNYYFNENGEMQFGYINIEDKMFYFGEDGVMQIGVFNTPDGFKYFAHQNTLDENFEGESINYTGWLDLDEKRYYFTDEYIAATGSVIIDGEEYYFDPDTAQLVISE
PfHsp40 yeast: restores yeast growth despite PfHsp40 toxicity; S. cerevisiae expressing PfHsp40, growth rescue, ATP luminescence; growth rescue, % at 12.5 µM; 340,000 compounds, 0.68% hits; AID 504582; in the data active means growth rescue above about 28%, passing the limit was not always enough; inconclusive means no clear call, values can overlap the other calls;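 further: yeast W303a lacking pdr1 and pdr3 grown in galactose medium; growth measured after three days at 30 °C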
Y pestis TopoI: Y. pestis Topo-I inhibition via cleavage products | activity, % at 10 µM | AID 504884 | 360,000 compounds, 0.064% hits | Y. pestis Topo-I cleavage product accumulation, plate reader; in the data active means activity above about 50%, passing the limit was not always enough; inconclusive means no clear call, values can overlap the other calls; further: inactives centre near 2
Starred values were filed as active, the others as inactive; ? = inconclusive; . = not tested or not shown. Unless noted, no stated cut-off is given here; in the data, active means inhibition above about 30%; inconclusive means no clear call, values can overlap the other calls; inactive means below that.

Codes – A = PrPC TRFRET; B = Anthrax LF inh2; C = FadD28 FP inh; D = BoNT A protease; E = BoNT-F LC inh; F = CCHF vOTU inh; G = TcdB inh; H = PfHsp40 yeast; I = Y pestis TopoI
O=C(NCc1ccc2c(c1)OCO2)c1c(O)nc2sccn2c1=O
  A = 7; B = -5; C = -0.8; D = 0.8; E = 3; F = -3; G = 0.8; H = -1.0; I = 1

CCOC(=O)N1CCN(Cc2ccc3c(c2)OCO3)CC1
  A = 0; B = -15; C = -0.4; D = -1.9; E = -14; F = -8; G = 1.4; H = -0.3; I = 6

O=C(NCCCCNC(=O)c1ccc(Br)cc1)c1ccc(Br)cc1
  A = 4; B = 24; C = -0.3; D = 1.9; E = 10; F = -12; G = -2.3; H = 0.8; I = -4

O=C(N[C@H]1CCC(=O)N(CCSc2ccc(Br)cc2)CC1)OCc1ccccc1
  A = 0; B = 0; C = -7.1; D = -0.9; E = -7; F = -1; G = -6.1; H = 11; I = 5

Cc1cc(C(=O)CSc2n[nH]c(N)n2)c(C)n1C1CC1
  A = -2; B = 2; C = -3.0; D = -0.5; E = -13; F = 0; G = .; H = -1.0; I = 6

CC(C)(C)CC(C)(C)NC(=O)/C=C/C(=O)O
  A = -6; B = 2; C = -1.0; D = 0.7; E = ?; F = 10; G = 0.4; H = -2.1; I = -4

O=C(COC(=O)c1ccc(F)cc1Cl)NC1CC1
  A = -4; B = -3; C = -1.4; D = 0.3; E = -6; F = 1; G = 0.4; H = .; I = 2

O=C(c1ccc(S(=O)(=O)N2CCOCC2)cc1)N(c1ccccc1)C1C=CS(=O)(=O)C1 (configuration not stated)
  A = .; B = 1; C = -0.2; D = 0.9; E = -7; F = .; G = .; H = 0.4; I = -3

O=C(c1cccs1)N(c1cccc(Cl)c1)C1C=CS(=O)(=O)C1 (configuration not stated)
  A = -7; B = 0; C = 0.6; D = -1.2; E = -6; F = -13; G = 0.6; H = -0.6; I = -5

OCCNc1nc2ccccc2n1-c1ccccc1
  A = 3; B = -2; C = -2.0; D = -0.5; E = -5; F = -13; G = .; H = -0.3; I = -8

CC1(C(=O)NS(=O)(=O)c2ccccc2C(F)(F)F)CCN1C(=O)CC1CCCC1 (configuration not stated)
  A = 4; B = -1; C = -2.7; D = -0.2; E = -8; F = 17; G = -0.1; H = .; I = -1

Cc1ccc(SCC(=O)OCC(=O)NC2CCCCCC2)cc1
  A = 2; B = 4; C = -3.3; D = -0.1; E = -2; F = 8; G = 1.5; H = -1.5; I = 36

COc1ccc(-c2sc3ccc(OC)cc3c2C#CCCO)cc1
  A = .; B = 3; C = -4.3; D = -0.1; E = -6; F = .; G = 0.6; H = 46*; I = -2

COc1cccc(-c2ccc(SCC(=O)NCCc3ccccc3)nn2)c1
  A = -3; B = 1; C = -6.9; D = 3.0; E = -6; F = 3; G = 0.5; H = 0.5; I = 22

Cc1cc(C)c(NC(=S)N(CCN(C)C)C(C)c2cccnc2)c(C)c1 (configuration not stated)
  A = 0; B = -2; C = 0.6; D = -0.4; E = -1; F = -12; G = 1.2; H = -0.3; I = 0

Cc1ccc(S(=O)(=O)N(C)C(=O)NC(=O)NS(=O)(=O)c2ccccc2)cc1
  A = -2; B = 1; C = -0.3; D = -0.3; E = -3; F = -13; G = 0.4; H = 0.0; I = 3

O=C(Cn1c2[n+](c3ccc(C(F)(F)F)cc31)CCCCC2)c1ccc2c(c1)OCCO2
  A = 4; B = -2; C = -0.9; D = -0.3; E = -5; F = 0; G = -0.4; H = 0.2; I = -12

Cc1ccc2c(c1)c1c3n2CCN=C3CCC1
  A = -9; B = -7; C = -3.7; D = 3.6; E = -66; F = 22; G = .; H = -2.2; I = -2

CCNC(=O)N(C)C[C@H]1N[C@@](Cc2ccccc2)(C(=O)OC)[C@H]2C(=O)N(C)C(=O)[C@@H]12
  A = 3; B = -6; C = 0.5; D = -0.1; E = -3; F = -1; G = -0.1; H = -1.0; I = 6

CC(=O)Nc1ccc(NC(=O)C2Cc3c(-c4ccc5c(c4)OCO5)ccnc3O2)cc1 (configuration not stated)
  A = -1; B = 2; C = -5.1; D = -0.5; E = 1; F = 2; G = -0.1; H = .; I = 6

Two entries from above, in markdown.
| Structure | PrPC TRFRET | Anthrax LF inh2 | FadD28 FP inh | BoNT A protease | BoNT-F LC inh | CCHF vOTU inh | TcdB inh | PfHsp40 yeast | Y pestis TopoI |
| --- | --- | --- | --- | --- | --- | --- | --- | --- | --- |
| Cc1ccc(S(=O)(=O)N(C)C(=O)NC(=O)NS(=O)(=O)c2ccccc2)cc1 | -2 | 1 | -0.3 | -0.3 | -3 | -13 | 0.4 | 0.0 | 3 |
| CC1(C(=O)NS(=O)(=O)c2ccccc2C(F)(F)F)CCN1C(=O)CC1CCCC1 (configuration not stated) | 4 | -1 | -2.7 | -0.2 | -8 | 17 | -0.1 | . | -1 |

Additional records
Codes – A = PrPC TRFRET; B = Anthrax LF inh2; C = FadD28 FP inh; D = BoNT A protease; E = BoNT-F LC inh; F = CCHF vOTU inh; G = TcdB inh; H = PfHsp40 yeast; I = Y pestis TopoI
Fc1ccc(-c2nnc(-c3ccc4ccccc4c3)o2)cc1
  A = -7; B = -4; C = -0.4; D = -0.3; E = -3; F = 8; G = -0.4; H = -0.6; I = 22

O=C(c1ccc(Br)o1)N1CC=C(c2ccccc2)CC1
  A = 8; B = -5; C = .; D = 0.2; E = 2; F = 6; G = -9.0; H = 0.7; I = -10

C1=CC(Cc2cncs2)c2ccccc21 (configuration not stated)
  A = -5; B = -12; C = 2.9; D = 0.5; E = 0; F = -3; G = 0.0; H = -2.0; I = 0

Cc1cc(NC(=O)COC(=O)C2=COCCO2)c([N+](=O)[O-])cc1C
  A = -17; B = -4; C = -3.5; D = -0.6; E = -1; F = -3; G = 0.8; H = 0.5; I = 2

CCOc1ccc(N2CC(C(=O)Nc3cc(Cl)ccc3-n3cncn3)CC2=O)cc1 (configuration not stated)
  A = -9; B = -6; C = 1.1; D = -2.4; E = -4; F = -2; G = -2.5; H = -1.0; I = 6

COc1ccc(C(=O)N/N=C2\CCc3ccccc32)cc1OC
  A = 2; B = -4; C = -1.9; D = -0.3; E = 2; F = 4; G = -3.9; H = -0.2; I = -9

O=Cc1ccccc1OCCOc1ccc([N+](=O)[O-])cc1
  A = -9; B = -2; C = -3.3; D = -0.3; E = -1; F = 7; G = 0.0; H = 10; I = -4

CCCCCCc1ccc(N2C[C@H](CCCCC)[C@@H](CC(=O)NCc3ccc(OC)cc3)C2=O)cc1
  A = 7; B = -5; C = -3.3; D = 0.1; E = 6; F = 7; G = 1.0; H = 2.1; I = 12

Cc1ccc(Sc2cc(C(=O)NCCCN(C)C)c3ccccc3n2)cc1
  A = 6; B = -3; C = -2.2; D = -3.2; E = 0; F = 4; G = 1.2; H = -1.0; I = -10

CCC(CC)C(=O)N(C)c1c(C)nc2c(OCc3ccccc3C)cccn12
  A = 20; B = 2; C = -3.5; D = -0.1; E = 0; F = 18; G = 9.0; H = .; I = 12

Taken from above (3 entries):
Codes – A = PrPC TRFRET; B = Anthrax LF inh2; C = FadD28 FP inh; D = BoNT A protease; E = BoNT-F LC inh; F = CCHF vOTU inh; G = TcdB inh; H = PfHsp40 yeast; I = Y pestis TopoI
CCCCCCc1ccc(N2C[C@H](CCCCC)[C@@H](CC(=O)NCc3ccc(OC)cc3)C2=O)cc1
  A = 7; B = -5; C = -3.3; D = 0.1; E = 6; F = 7; G = 1.0; H = 2.1; I = 12

Cc1ccc(Sc2cc(C(=O)NCCCN(C)C)c3ccccc3n2)cc1
  A = 6; B = -3; C = -2.2; D = -3.2; E = 0; F = 4; G = 1.2; H = -1.0; I = -10

CCC(CC)C(=O)N(C)c1c(C)nc2c(OCc3ccccc3C)cccn12
  A = 20; B = 2; C = -3.5; D = -0.1; E = 0; F = 18; G = 9.0; H = .; I = 12

Other records follow:
Codes – A = PrPC TRFRET; B = Anthrax LF inh2; C = FadD28 FP inh; D = BoNT A protease; E = BoNT-F LC inh; F = CCHF vOTU inh; G = TcdB inh; H = PfHsp40 yeast; I = Y pestis TopoI
O=C(Nc1nc2cc3c(cc2s1)OCCO3)c1cccs1
  A = 6; B = -1; C = 0.4; D = -0.9; E = -4; F = 14; G = 0.6; H = 0.9; I = -10

Cc1ccc(C(C)C)c(OCC(=O)N2CCN(Cc3nc4cc([N+](=O)[O-])ccc4n3C)CC2)c1
  A = 8; B = -2; C = -1.4; D = -0.2; E = -4; F = 8; G = -9.3; H = -0.7; I = -1

O=C(c1ccc(Cl)cc1)N1CCc2ccccc21
  A = 3; B = 13; C = -1.3; D = 3.2; E = 5; F = -4; G = -1.6; H = -0.4; I = 2

Cn1ccc2c(-c3ccc(C(N)=O)cc3)cc3c(c21)C1CCC3C1 (configuration not stated)
  A = 7; B = 6; C = -0.4; D = 0.5; E = -5; F = 1; G = 1.8; H = .; I = .

N#Cc1ccsc1NC(=O)CSc1ncnc2ccccc12
  A = 18; B = 4; C = -1.2; D = 0.8; E = 13; F = 15; G = .; H = -1.5; I = -4

CC(C)CN1CCN(Cc2ccc3ncccc3c2)CC1CCO (configuration not stated)
  A = -5; B = -4; C = -2.2; D = 0.1; E = -1; F = 2; G = .; H = -1.4; I = -1

NC(=O)NC(CC(=O)OCC(=O)NC(=O)NCc1ccco1)c1ccc(Cl)cc1 (configuration not stated)
  A = -1; B = 0; C = -6.8; D = -1.1; E = ?; F = 1; G = .; H = -0.9; I = 5

COc1ccc(-n2c(=S)[nH]c3cc(C(=O)NCc4ccccc4OC)ccc3c2=O)c(OC)c1
  A = 2; B = 6; C = -2.9; D = 1.8; E = -11; F = 6; G = 1.2; H = -0.4; I = 16

CC(=O)Nc1ccc(NC(=O)c2cc(-n3cnnc3)ccc2Cl)cc1
  A = 0; B = 1; C = -2.2; D = 0.1; E = -2; F = -11; G = 1.4; H = 0.7; I = -2

CCn1cc(C(=O)N2CCN(C(=O)c3ccco3)CC2)c2cc(OC)c(OC)cc2c1=O
  A = -10; B = -2; C = -0.4; D = 0.9; E = 0; F = 2; G = .; H = -0.7; I = -2

Cc1ccn(C(=O)c2cc3cc(Cl)ccc3oc2=O)n1
  A = 2; B = -1; C = -5.0; D = -0.6; E = -2; F = -9; G = .; H = -0.5; I = 6

CCSc1nnc(Cn2c(=O)sc3ccccc32)n1C
  A = -2; B = -3; C = 0.8; D = 0.2; E = -5; F = -7; G = 1.7; H = -0.3; I = 1

O=C(Cn1cc(C(F)(F)F)cc(Cl)c1=O)NCc1ccc(Cl)cc1
  A = 0; B = 0; C = -2.2; D = -1.6; E = 1; F = 6; G = 0.9; H = -0.8; I = 2

Cc1nc2ccc(-c3nc4ccccc4o3)cc2[nH]1
  A = 8; B = 0; C = -6.4; D = 0.7; E = 4; F = -7; G = .; H = 1.1; I = 2

Looked up by compound from the list above (2):
Codes – A = PrPC TRFRET; B = Anthrax LF inh2; C = FadD28 FP inh; D = BoNT A protease; E = BoNT-F LC inh; F = CCHF vOTU inh; G = TcdB inh; H = PfHsp40 yeast; I = Y pestis TopoI
Cc1nc2ccc(-c3nc4ccccc4o3)cc2[nH]1
  A = 8; B = 0; C = -6.4; D = 0.7; E = 4; F = -7; G = .; H = 1.1; I = 2

Cc1ccn(C(=O)c2cc3cc(Cl)ccc3oc2=O)n1
  A = 2; B = -1; C = -5.0; D = -0.6; E = -2; F = -9; G = .; H = -0.5; I = 6
